PLAP inhibition – inhibition of human placental alkaline phosphatase – biochemical, luminescence, HTS (AID 690); 96,000 tested, 0.08% active; purified PLAP, luminescent substrate; higher % means a stronger effect; one-dose inhibition, % at 20 µM; IC50 in µM for titrated hits; in the data active means a potency from the dose series; inactive means the rest, 99 in 100 with inhibition below about 30%; further: strong numbers were not always called active
IL1B NFkB pot – enhances IL-1B driven NFkB nuclear translocation; activation, % at 2 µM; 94,000 tested, 0.3% active; HUVEC IL-1B NFkB p65 nuclear translocation imaging;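 active means activation above 40%, about the mean plus 3 SD, also judged a hit on visual image review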;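 further: percent activation is computed from the nuclear over cytoplasmic p65 intensity ratio; values of inactives mirror those of a sister screen read the other way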
NFkB transloc inh – blocks IL-1B driven NFkB nuclear translocation in HUVEC cells. HUVEC IL-1B NFkB p65 nuclear translocation imaging. inhibition, % at 2 µM. 94,000 tested, 0.43% active;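 active means inhibition above about 30% together with a positive call from visual inspection of the well image, limit read from the data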;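 further: nuclear over cytoplasmic p65 intensity ratio measured by imaging; 0% = IL-1B stimulated DMSO wells and 100% = unstimulated DMSO wells; values of inactives mirror those of a sister screen read the other way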
MRP reversal – MRP-mediated drug resistance reversal; H69AR cells + 2 uM doxorubicin, CellTiter-Glo, 72 h; differential viability (reversal), % at 10 µM; 85,000 tested, 0.04% active; AID 602;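 active means viability drop by adding the cancer drug above about 55%, with treated viability meeting a 40% cutoff, limit read from the data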;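 further: viability without doxorubicin minus viability with 2 µM doxorubicin for each compound; larger differential means the compound sensitizes cells more to doxorubicin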
Bcl-B TR3 displacers – displacers of TR3 peptide from Bcl-B, primary screen, selectivity assay for Bfl-1 inhibitor project, biochemical, fluorescence polarization; FP displacement of FITC-TR3 peptide from Bcl-B; higher % means a stronger effect; one-dose displacement, % at 20 µM; IC50 in µM for titrated hits; 96,000 tested, 0.11% active; AID 748;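 active means displacement above 50% at 20 µM plus a fluorescence interference ratio under 1.5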;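 further: plate controls were wells without compound for no effect and wells lacking Bcl-B protein for full effect; a part of the inactive calls stands beside numbers as strong as those of hits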
MRP reversal cytotoxicity – recorded beside MRP reversal, whose call it bears; viability, %; H69AR cells, CellTiter-Glo, 72 h; measured here: cytotoxicity without doxorubicin
MRP reversal with doxorubicin – recorded beside MRP reversal, whose call it bears; viability, %; measured here: viability with 2 uM doxorubicin; stronger effect = lower value
NFkB transloc inh cell count 2 µM – recorded beside NFkB transloc inh, whose call it bears; cell count; measured here: cells passing quality filter;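 raw number of nuclei counted in each imaged well without normalization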
IL1B NFkB pot cell count 2 µM – further read-out of IL1B NFkB pot, marked with its call; cell count; measured here: cells passing quality filter
The depositor's hits bear a star; · = not tested or not shown.

Values run as follows: NFkB transloc inh, MRP reversal cytotoxicity, PLAP inhibition, IL1B NFkB pot cell count 2 µM, Bcl-B TR3 displacers, NFkB transloc inh cell count 2 µM, MRP reversal with doxorubicin, IL1B NFkB pot, MRP reversal
- COc1cccc2c1OC[C@@H](CO)[C@H]2N(C)C(=O)Nc1ccc(Cl)cc1Cl
  ·, ·, -24.4%, ·, -0.6%, ·, ·, ·, ·
- COc1ccccc1N(CC(=O)NCc1ccccc1)S(C)(=O)=O
  -1.1, 93.4, 18.9%, 111, -13.3%, 111, 88.2, 1.1, 5.2
- Cc1nn2c(C)c(C(=O)Nc3ccccc3)cnc2c1C#N
  1.3, 104.9, 14.4%, 163, -1.8%, 163, 100.3, -1.3, 4.6
- COCCOC(=O)c1sc(=S)n(CCOC)c1N
  3.3, ·, -1.9%, 105, 58.7%, 105, ·, -3.3, ·
- CCOC(=O)N1CCC(Nc2ncnc3c2cnn3-c2ccc(Cl)cc2)CC1
  -11.5, 63.7, 13.4%, 137, -6.2%, 137, 63.8, 11.5, -0.1
- Cc1cccc(NC(=O)C2CCCN2C(=O)OCC(C)C)c1 (stereo not drawn)
  6.1, 105.8, -8.8%, 93, -5.9%, 93, 95.7, -6.1, 10.1
- Cc1c(C(=O)N2CCCCCC2)oc2ccccc12
  -14.9, 84.7, -11.4%, 150, 4.0%, 150, 90.2, 14.9, -5.5
- CCSc1ccc2nnc(-c3ccc(F)cc3)n2n1
  -31.0, 72.9, 14.1%, 138, -1.5%, 138, 88.8, 31.0, -16.0
- O=C(Nc1ccccc1Cl)C1CCN(Cc2cnn(-c3ccccc3)c2-n2cccc2)CC1
  -24.8, 63.9, -95.4%, 95, -15.1%, 161, 68.1, 12.4, -4.1
- O=C(Nc1nc(-c2cccs2)c(-c2ccccc2)s1)c1ccco1
  6.4, 86.8, -31.0%, 110, -34.8%, 110, 66.8, -6.4, 19.9
- COc1ccc(N2C(=O)C3CCCN3C2c2ccccc2Cl)cc1 (stereo not drawn)
  -10.4, 81.2, -73.8%, 197, -5.4%, 197, 81.0, 10.4, 0.2
- Cc1ccc(-n2c(SCC(=O)OC(C)C)nnc2-c2ccco2)cc1
  4.3, 78.9, -8.5%, 90, -2.6%, 90, 82.3, -4.3, -3.4
- O=C(N/N=C/c1ccc(N2CCOCC2)c([N+](=O)[O-])c1)c1ccc(F)cc1
  -5.7, ·, 4.3%, 154, 7.4%, 154, ·, 5.7, ·
- CCOC(=O)c1c(N2C(=O)C3CC(C)=C(C)CC3C2=O)sc(C)c1C (stereo not drawn)
  4.7, 77.7, -44.1%, 118, -13.0%, 118, 80.2, -4.7, -2.4
- O=C(CC1SC(=NC2CCCCC2)NC1=O)Nc1ccccc1 (stereo not drawn)
  -5.0, ·, ·, 151, ·, 151, ·, 5.0, ·
- CCC1CCCCN1C(=O)COC(=O)c1n[nH]c2ccccc12 (stereo not drawn)
  2.1, 95.7, -69.9%, 154, -6.0%, 154, 99.8, -2.1, -4.2
- CCc1ccc(NC(=O)c2noc3c2CCC3)cc1
  -7.8, 109.3, -20.9%, 157, 21.7µM*, 157, 88.5, 7.8, 20.8
- O=C(Nc1ccc2c(c1)OCO2)c1cccc(S(=O)(=O)N2CCCC2)c1
  -5.8, 89.5, 20.6%, 131, -0.5%, 131, 87.8, 5.8, 1.7
- Cc1cccc(C(=O)O/N=C/c2c(N3CCOCC3)n(C)c3ccccc23)c1
  6.4, ·, 2.9%, 127, -1.5%, 127, ·, -6.4, ·
- COc1ccc(-c2nn(C)c(=O)c3ccccc23)cc1CNS(C)(=O)=O
  -8.7, 89.4, 14.6%, 138, -9.0%, 138, 74.1, 8.7, 15.3
- CN(C)/C=N/c1sccc1C(N)=O
  -0.6, 72.4, 2.3%, 136, 27.6%, 136, 93.9, 0.6, -21.5
- Oc1ccc(/C=N/NC2=NCCCCC2)c(O)c1
  -4.3, ·, -14.6%, 148, -20.8%, 148, ·, 4.3, ·
- CC(C)(C)C(=O)Cn1c(NCCO)nc2ccccc21
  4.9, 98.0, ·, 162, ·, 162, 97.2, -4.9, 0.8
- CNC(=O)COC(=O)c1cc(F)c(F)cc1Cl
  2.4, 90.8, -3.1%, 165, 1.3%, 165, 83.4, -2.4, 7.4
- CCC(CC)C(=O)Nc1cc(C)c2c(=O)oc3ccccc3c2n1
  6.4, 52.1, -16.6%, 139, -22.4%, 139, 98.5, -6.4, -46.4
- Cc1ccc(C(CC(=O)c2ccco2)SCCO)cc1 (stereo not drawn)
  3.3, ·, -3.7%, 161, 10.2%, 161, ·, -3.3, ·
- N#CCSc1nnc(-c2cnccn2)n1Cc1ccccc1
  9.7, 97.8, ·, 65, ·, 65, 81.5, -9.7, 16.3
- Cc1ccc(S(=O)(=O)NCCOC(=O)Nc2sc(=S)n(C)c2C)cc1
  -19.8, 98.7, -2.9%, 83, 4.2%, 83, 103.6, 19.8, -4.9
- Cc1nc(SCc2cccc(F)c2)[nH]c(=O)c1C#N
  -13.2, 86.2, -14.6%, 115, 5.3%, 115, 87.0, 13.2, -0.9
- COc1cc(CN2CCN(c3cccc(Cl)c3)CC2)cc(OC)c1OC
  0.4, 26.0, ·, 158, ·, 158, 54.6, -0.4, -28.7
- Cc1cccc(OCC(O)Cn2c(NCCCOC(C)C)nc3c2c(=O)[nH]c(=O)n3C)c1 (stereo not drawn)
  -2.0, ·, -15.4%, 80, -1.1%, 80, ·, 1.9, ·
- CC1(C)OC(=O)C(=C2CCCN2)C(=O)O1
  16.4, 93.1, 5.4%, 49, 2.4%, 49, 95.3, -16.4, -2.1
- CCOC(=O)c1cc2c(=O)[nH]ccc2nc1C
  3.3, ·, -11.3%, 186, -17.5%, 186, ·, -3.3, ·
- CCOC(=O)c1nc(C)[nH]c1C(=O)OCC
  6.6, 96.6, -13.0%, 169, -2.6%, 169, 111.4, -6.6, -14.9
- N#Cc1c(NC(=O)CSc2nnc(-c3ccccc3)o2)sc2c1CCCC2
  -5.8, ·, 12.2%, 91, -3.0%, 91, ·, 5.8, ·
- COc1ccc2nc(NC(=O)CN3CCOCC3)sc2c1
  -7.5, 83.3, -31.6%, 59, 12.6%, 59, 75.2, 7.5, 8.1
- COc1ccc(/C(O)=C2/C(=O)C(=O)N(CCN3CCOCC3)C2c2ccccn2)cc1 (stereo not drawn)
  -5.5, 97.2, -16.7%, 160, 7.0%, 160, 89.9, 5.5, 7.3
- CCOC(=O)N1CCC(Nc2nc3ccccc3n3nnnc23)CC1
  ·, 65.4, -2.9%, ·, 49.3%, ·, 65.6, ·, -0.3
- COc1ccccc1C(=O)Nc1ccccc1SC
  0.8, 80.6, 31.3%, 124, -3.2%, 124, 86.5, -0.8, -6.0
- CC(C)Nc1nc(NC(C)C)nc(C(=O)OCCO)n1
  3.2, 96.1, -3.4%, 162, 16.5%, 162, 85.3, -3.2, 10.8
- CCOC(=O)N1CCN(C(=O)CN(c2ccc(OCC)cc2)S(C)(=O)=O)CC1
  10.5, 84.7, -56.0%, 154, 0.4%, 154, 86.2, -10.5, -1.5
- COc1cc(OC)c(OC)cc1CN1CCc2ccccc2C1
  -13.3, 82.6, -1.9%, 168, -11.2%, 168, 87.1, 13.3, -4.5
- CCC(=O)Nc1ccc(C(=O)Nc2ccc3c(c2)OCO3)cc1
  -27.1, 76.0, -13.3%, 196, 5.1%, 196, 79.4, 27.1, -3.4
- O=C(CCSc1nnc2scc(-c3ccccc3)n12)NCc1ccc2c(c1)OCO2
  -4.6, 81.2, 10.3%, 178, -2.7%, 178, 87.2, 4.6, -6.0
- CC(Oc1ccc(Cl)cc1Cl)C(=O)Nn1cnnc1 (stereo not drawn)
  4.3, 93.6, ·, 80, ·, 80, 90.0, -4.3, 3.6
- CCCOc1ccc2c(=O)c(N3C(=O)c4ccccc4C3=O)c(C)oc2c1
  -0.4, 91.8, 5.3%, 130, -0.2%, 130, 85.5, 0.4, 6.3
- CNC(=O)CN1C(=O)c2cccc3cccc1c23
  -17.7, 89.0, -20.2%, 60, 4.4%, 60, 83.9, 17.7, 5.1
- O=c1cc(CSc2ccccn2)nc(N2CCN(c3ccccc3)CC2)[nH]1
  ·, 91.5, -9.4%, ·, 0.8%, ·, 93.6, ·, -2.1
- COc1ccc(CNC(=O)Cc2nn(C)c(=O)c3ccccc23)cc1
  -3.0, 88.4, 10.0%, 164, 0.6%, 164, 83.5, 3.0, 4.9
- Fc1ccccc1COc1ccc(-c2nnn(Cc3ccccc3F)n2)cc1
  1.5, 91.8, 37.0%, 138, 9.6%, 138, 83.8, -1.5, 8.0
- CCCc1ccc(-c2cc(C(=O)N/N=C/c3ccc([N+](=O)[O-])o3)c3ccccc3n2)cc1
  -12.5, ·, -39.3%, 138, -35.8%, 138, ·, 12.5, ·
- COc1cc(S(=O)(=O)Nc2cccc(C(=O)O)c2)c(OC)cc1Cl
  49.0*, 103.0, -10.4%, 8, 3.5%, 8*, 98.1, -49.0, 4.8
- Cc1cc(Oc2ccc(-c3ccccc3)cc2)nc(N2CCOCC2)n1
  19.6, ·, 2.2%, 177, 8.0%, 177, ·, -19.6, ·
- Cc1nc2nc(SCC(=O)NCCN3CCOCC3)nn2c(C)c1Cc1ccccc1
  8.9, 95.8, -72.1%, 165, -4.4%, 165, 80.8, -8.9, 15.0
- Cc1cc(C)nc(SCC(=O)Nc2ccc(Br)cn2)n1
  11.0, 98.4, 12.2%, 179, 4.1%, 179, 107.6, -11.0, -9.2
- O=S(=O)(CCc1nc2ccccc2s1)c1ccc(Cl)cc1
  -9.4, 89.8, 21.5%, 188, 3.4%, 188, 73.5, 9.4, 16.3
- Cc1cccc2cc(CN(CC3CCCO3)C(=O)c3cccnc3)c3nnnn3c12 (stereo not drawn)
  0.4, 87.2, -26.7%, 183, -2.1%, 183, 98.7, -0.4, -11.5
- CCCc1nnc(NC(=O)c2c(O)c3c([nH]c2=O)CCCC3)s1
  ·, 96.4, -67.1%, ·, -3.0%, ·, 100.0, ·, -3.6
- CCOCCCn1c(=S)[nH]c2cc(C(=O)NCCOC)ccc2c1=O
  3.8, 93.6, -4.7%, 131, -16.0%, 131, 84.9, -3.8, 8.7
- Cc1ccc(N(CC(=O)N2CCOCC2)S(=O)(=O)c2ccccc2)cc1
  -6.1, 89.4, -13.3%, 160, 2.0%, 160, 87.7, 6.1, 1.7

Other compounds:
Values run as follows: NFkB transloc inh, MRP reversal cytotoxicity, PLAP inhibition, IL1B NFkB pot cell count 2 µM, Bcl-B TR3 displacers, NFkB transloc inh cell count 2 µM, MRP reversal with doxorubicin, IL1B NFkB pot, MRP reversal
- Cc1ccc(C2CC(c3cccs3)n3nc(N)nc3N2)cc1 (stereo not drawn)
  -3.9, 95.0, -14.2%, 148, -6.4%, 148, 83.4, 3.9, 11.6
- Cc1cc(C)n2nc(C(=O)Nc3ccc4c(c3)OCO4)cc2n1
  12.7, 81.6, 19.9%, 138, -3.4%, 138, 85.7, -12.7, -4.1
- Cc1cc2cc(CNC(=O)c3cccs3)ccc2[nH]1
  -3.7, 100.8, -43.8%, 199, 14.3%, 199, 94.9, 3.7, 5.9
- COc1cccc(-c2cc(C(=O)O)no2)c1
  12.5, 98.8, -25.5%, 96, 15.7%, 96, 92.8, -12.5, 6.0

High-throughput results from PubChem BioAssay.

Not all compounds are listed; rates above refer to the full screens.
